Assay outcomes deposited in PubChem BioAssay by National Center for Advancing Translational Sciences (NCATS).
USP1-UAF1 inh – inhibitors of human USP1/UAF1 deubiquitinase. recombinant USP1/UAF1, Ub-Rhodamine cleavage fluorescence. Potency, µM (highest dose often 57.1 µM), without a hit: at the highest dose activity change, negative = inhibition, usual class: inhibitors. 390,000 compounds, 0.23% hits. AID 743255; further: potency means the concentration at half of the fitted maximal effect; on the % scale 0 is the no-effect control and ±100 the full control effect; nearly all actives have a fitted effect of over 60% in size; inactives centre near -12
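USP1/UAF1 complex at 1 nM was preincubated with compound for 15 min at room temperature, then Ub-Rho substrate (150nM final) was added. Fluorescence (480/540 nm) was read kinetically, 6 reads every 60 seconds.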
Glioma ERSR ind – induces the endoplasmic reticulum stress response in human glioma cells; U87-MG GRP78 promoter luciferase reporter, 16 h; Potency, µM, without a hit: top-dose activation, actives largely listed as activators; 420,000 compounds, 0.02% hits; AID 602332; further: potency means the concentration at half of the fitted maximal effect; series mostly up to about 76 µM; % of control where 0% means no effect; nearly all actives have a fitted effect of over 35% in size
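ERSR induction read as luciferase luminescence (Bright-Glo, 10 min at room temperature) in stably transfected human U87-MG glioma cells exposed to compounds for 16 h, using GRP78 as sensor.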
PI4K2A inh – blocks human PI4K2A kinase activity; Q9BTU6; AID 1346378; activity change, negative = inhibition, % at 76.9 µM; purified PI4K2A, ADP-Glo luminescence, 1 h; hits give low values; 420,000 compounds, 0.13% hits; in the data active means activity change below about -50%; inconclusive means mostly about -30% to -49%;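 further: -100% = wells without enzyme as full effect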
Target sequence (Q9BTU6 whole entry, looked up): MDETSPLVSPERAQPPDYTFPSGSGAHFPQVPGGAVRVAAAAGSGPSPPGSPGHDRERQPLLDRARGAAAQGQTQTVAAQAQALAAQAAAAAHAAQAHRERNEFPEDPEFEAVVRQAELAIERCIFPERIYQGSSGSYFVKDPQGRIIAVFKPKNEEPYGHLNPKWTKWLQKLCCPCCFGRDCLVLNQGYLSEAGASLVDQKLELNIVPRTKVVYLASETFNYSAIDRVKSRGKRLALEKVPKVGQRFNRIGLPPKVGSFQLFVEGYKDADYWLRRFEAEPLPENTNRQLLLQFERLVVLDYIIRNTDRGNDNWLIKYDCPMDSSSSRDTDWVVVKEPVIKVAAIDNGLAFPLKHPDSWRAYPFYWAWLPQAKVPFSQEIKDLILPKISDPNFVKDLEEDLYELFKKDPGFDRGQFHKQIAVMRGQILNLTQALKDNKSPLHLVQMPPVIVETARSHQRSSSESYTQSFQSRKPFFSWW
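ADP-Glo luminescence measured ADP generated by PI4K2A enzyme (4 ug/mL before mixing) with 1.2 mM PI substrate (pre-mix) and 300 microM ATP (pre-mix). Tris pH7.5 buffer with MgCl2, Triton X-100; 1 h reaction at ambient temperature.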
LDHA block – blocks human lactate dehydrogenase A. P00338. 480,000 compounds, 0.15% hits. activity change, % (values are at about 110 or 230 µM). purified LDHA, NADH/diaphorase-resazurin fluorescence; hits give low values; in the data active means activity change below about -30%; inconclusive means mostly about -25% to -30%;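 further: plate controls were DMSO wells for no effect and wells without enzyme for full effect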
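Resorufin fluorescence (ex540/em590), read at 0 and 20 min after diaphorase/resazurin addition, reports the NADH left after a 5 min room-temperature reaction of 2 nM human LDH5 with 0.06 mM NADH and 0.2 mM pyruvate.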
Vif-A3F inh – Vif-A3F binding inhibition | HeLa A3F-eYFP + Vif (tagged APOBEC3F with the HIV-1 protein that degrades it), YFP fluorescence increase | Potency, µM (doses to about 46.1 µM), for inactives: at the highest dose activity, negative = active | 390,000 compounds, 0.2% hits | AID 602313; further: potency means the concentration at half of the fitted maximal effect; % of control where 0% means no effect; nearly all actives have a fitted effect of over 65% in size
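HeLa cells stably expressing A3F-eYFP plus Vif, plated and incubated overnight at 37 deg C, then exposed to compounds overnight at 37 deg C. Blocked degradation read as raised yellow fluorescence (Ex 488/Em 500-530).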
TrxR1 substrate – rat thioredoxin reductase 1 substrate activity | O89049 | purified TrxR1 substrate turnover, NADPH consumption readout | Potency, µM (titrated, usually from 114 µM), for the others: at the top dose activity change, negative = substrate turnover | 390,000 compounds, 0.01% hits; further: potency means the concentration at half of the fitted maximal effect; on the % scale 0 is the no-effect control and ±100 the full control effect; nearly all actives have a fitted effect of over 50% in size
Target sequence (O89049 whole entry, looked up): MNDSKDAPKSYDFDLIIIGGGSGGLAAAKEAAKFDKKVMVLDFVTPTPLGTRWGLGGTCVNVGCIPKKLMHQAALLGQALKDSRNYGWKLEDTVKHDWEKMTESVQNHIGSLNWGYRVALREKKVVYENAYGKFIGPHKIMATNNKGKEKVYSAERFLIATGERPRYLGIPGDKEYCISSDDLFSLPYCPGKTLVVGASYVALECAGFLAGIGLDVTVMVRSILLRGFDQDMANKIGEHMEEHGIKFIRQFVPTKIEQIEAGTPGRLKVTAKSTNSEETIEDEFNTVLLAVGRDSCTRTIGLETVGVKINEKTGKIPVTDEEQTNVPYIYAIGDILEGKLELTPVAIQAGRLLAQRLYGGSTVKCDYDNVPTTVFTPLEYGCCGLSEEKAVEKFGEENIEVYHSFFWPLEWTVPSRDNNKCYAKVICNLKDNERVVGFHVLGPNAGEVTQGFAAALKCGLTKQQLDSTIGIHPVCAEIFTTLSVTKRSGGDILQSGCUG
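Rat TrxR1, dispensed at 90 nM, was prereduced with 400 uM NADPH (final) for 5 min at ~22 deg C, then incubated with compound 15 min before 400 uM selenite. A first-read NADPH fluorescence drop versus no-compound background flagged substrates.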
RXFP1 ag – activates the human relaxin receptor RXFP1 | 370,000 compounds, 0.3% hits | Q9HBX9 | Potency, µM (doses to about 57.5 µM), for the others: at the highest dose activation, hits mostly activators | HEK293T-RXFP1 cAMP TR-FRET, 30 min; response scale: percent of porcine relaxin response, buffer zero; further: potency means the concentration at half of the fitted maximal effect; on the % scale 0 is the no-effect control and ±100 the full control effect; nearly all actives have a fitted effect of over 60% in size; many of its hits are not listed in these tables
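Agonist response is measured as cAMP accumulation in an RXFP1-transfected HEK293T line under PDE4 inhibition. Values are scaled between buffer-only and 29 nM porcine relaxin, and EC50s come from standard Hill equation fits.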
Vif-A3G inh – Vif-A3G binding inhibition; Q9HC16; HeLa A3G-eYFP + Vif (tagged APOBEC3G with the HIV-1 protein that degrades it), YFP fluorescence, overnight; Potency, µM (series often up to 46.1 µM), inactives show top-dose activity, negative = active, actives largely listed as inhibitors; 410,000 compounds, 0.076% hits;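 further: potency means the concentration at half of the fitted maximal effect; on the % scale 0 is the no-effect control and ±100 the full control effect; nearly all actives have a fitted effect of over 60% in size; hits raise eYFP signal because A3G escapes Vif-driven loss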
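Read-out is eYFP fluorescence (Ex 488/Em 500-530) from Vif-expressing HeLa A3G-eYFP cells; more signal means A3G escaped Vif-mediated degradation. Cells plated overnight, compound pinned in, incubated overnight at 37 deg C.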
IDH1 R132H inh – human IDH1 R132H inhibition. Potency, µM (titrated, usually from 76.6 µM), inactives show at the highest dose activity change, negative = inhibition, most hits filed as inhibitors. IDH1-R132H enzyme, NADPH consumption, diaphorase/resazurin fluorescence. O75874. 390,000 compounds, 0.093% hits. AID 602179; further: potency means the concentration at half of the fitted maximal effect; on the % scale 0 is the no-effect control and ±100 the full control effect; nearly all actives have a fitted effect of over 65% in size
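IDH1-R132H (0.5 ug/mL) preincubated 30 min with compound, then NADPH (0.016 mM) and alpha-KG (2 mM) added; 80 min at RT, pH 7.5. Remaining NADPH coupled via diaphorase/resazurin to fluorescence (540/590 nm); concentration-response curves normalized to no-enzyme control.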
Starred values were filed as active, the others as inactive; ? = inconclusive; . = not tested or not shown; [ ] = remark or other dose. Unless noted, the call rests on the fitted dose curve; in most records, active means well fitted curve in the direction sought with a large enough effect; inconclusive means small, poorly fitted or top-dose-only effect, or another doubt; inactive means no such curve, though single readings can be large; an effect the other way counts as inactive or inconclusive.

The line under a structure holds: USP1-UAF1 inh	Glioma ERSR ind	PI4K2A inh	LDHA block	Vif-A3F inh	TrxR1 substrate	RXFP1 ag	Vif-A3G inh	IDH1 R132H inh
- Cc1cccc(NC(=O)CSc2nnc(-c3cnccn3)n2Cc2ccco2)c1
 : -9%	-4%	1	-2	2%	2%	4.9%	1%	7%
- COc1cccc(-c2nc3c(C#N)c[nH]n3c2NC2CCCCC2)c1OC
 : -7%	-4%	1	1	-5%	3%	0.8%	-10%	0%
- CC1=C(C#N)C(c2cccnc2)C2=C(CC(c3ccc(Cl)cc3)CC2=O)N1 (stereo not drawn)
 : -3%	-3%	1	0	0%	117%[activator]	-0.3%	-1%	0%
- N#Cc1cc2c(nc1SCc1cccnc1)CCCCC2
 : ?	5%	0	-2	-2%	8%	5.1%	1%	5%
- CC1=Nc2ccccc2/C1=C\c1nc(-c2ccc(C(F)(F)F)cc2)oc1O
 : 13µM*	-3%	1	7	-2%	-7%	3.7%	0%	-2%
- CSc1ccc(/C=N/NC(=O)c2ccccc2Cl)cc1
 : -5%	0%	-1	-6	1%	2%[57.1 µM]	1.2%	?	8%
- Cc1cnc(C(=O)NNC(=O)c2ccc(Br)cc2)cn1
 : -12%	3%	-3	8	3%	3%[57.1 µM]	0.7%	2%	-9%
- COc1ccccc1NC(=O)CSc1nnc(CC(=O)Nc2ccccc2C)n1C
 : -2%	-4%	3	-9	4%	14%[57.1 µM]	1.3%	0%	0%
- CCOc1cc(C=O)ccc1OCCCN1C(=O)NC(C)(C)C1=O
 : 5%	-1%	-4	-7	-2%	0%[57.1 µM]	0.3%	0%	1%
- C[C@@H]1CCC[C@]2(O[C@@H](CCO)C[C@H](O)[C@H]2O)O1
 : 3%	-5%	3	-8	-9%	-4%	.	-2%	3%
- O=C(CN1CCN(c2ccc(Cl)cc2)CC1)Nc1ccc(F)cc1F
 : -10%	1%	-2	5	2%	-3%[57.1 µM]	-1.3%	3%	0%
- COc1ccc(-n2cc(-c3ccccc3)c3c(N4CCOCC4)ncnc32)cc1
 : -20%	-5%	3	0	1%	42%	2.6%	-3%	-12%
- CCCc1[nH]n(-c2nc3ccccc3s2)c(=O)c1C=NCC(C)C
 : -3%	-6%	-8	-2	-9%	-12%	0.6%	-7%	2%
- CC1=C(C(=O)OC(C)C)C(C2CC=CCC2)NC(=O)N1 (stereo not drawn)
 : 0%	-3%	-1	0	-1%	6%	-0.6%	-1%	3%
- CCCCC(=O)N(c1ccc(OC)cc1)C1C=CS(=O)(=O)C1 (stereo not drawn)
 : 1%	-1%	9	-8	6%	4%[57.1 µM]	0.8%	3%	-5%

Shown bar-delimited: entries from further up.
Structure | USP1-UAF1 inh | Glioma ERSR ind | PI4K2A inh | LDHA block | Vif-A3F inh | TrxR1 substrate | RXFP1 ag | Vif-A3G inh | IDH1 R132H inh
Cc1cccc(NC(=O)CSc2nnc(-c3cnccn3)n2Cc2ccco2)c1 | -9% | -4% | 1 | -2 | 2% | 2% | 4.9% | 1% | 7%
CC1=Nc2ccccc2/C1=C\c1nc(-c2ccc(C(F)(F)F)cc2)oc1O | 13µM* | -3% | 1 | 7 | -2% | -7% | 3.7% | 0% | -2%

Following part:
The line under a structure holds: USP1-UAF1 inh	Glioma ERSR ind	PI4K2A inh	LDHA block	Vif-A3F inh	TrxR1 substrate	RXFP1 ag	Vif-A3G inh	IDH1 R132H inh
- COc1ccccc1N1CCN(C(=O)COc2cc(C)cc(C)c2)CC1
 : -18%	-3%	1	-3	9%	-9%	-0.2%	-2%	5%
- COc1cccc(CNC(=O)CCn2c(=O)c3cccn3c3cccnc32)c1OC
 : -20%	-3%	-3	-3	-13%	0%	1.6%	-3%	-10%
- Cc1onc(-c2ccccc2)c1CNC(=O)Nc1cccc(Cl)c1
 : -9%	-3%	-1	-3	1%	-7%	0.5%	2%	-7%
- COC(=O)c1cc(COC(=O)c2nc3nc(C)cc(C)n3n2)oc1C
 : -11%	0%	-4	-11	-3%	-2%	2.6%	3%	9%
- COC(=O)C1=C(C)N(C2CCCCC2)C(=O)C1
 : -19%	-3%	5	-2	.	-4%	2.2%	2%	0%
- Cc1c(N=C2NN=C(c3ccc(Cl)cc3)CS2)c(=O)n(-c2ccccc2)n1C
 : -3%	2%	-6	-2	7%	7%[57.1 µM]	2.8%	-2%	-5%
- O=[N+]([O-])c1ccc2c(c1)-c1ccccc1C2O (stereo not drawn)
 : -24%	1%	0	13	-1%	.	.	1%	6%
- Cc1ccc(C23CC4CC(CC(C(=O)NC(C(=O)O)C(C)C)(C4)C2)C3)cc1 (stereo not drawn)
 : -23%	-2%	-21	-6	0%	2%	1.1%	1%	8%
- COCCNC(=O)C1(C)CCN(Cc2noc(-c3c(C)noc3C)n2)C1 (stereo not drawn)
 : .	1%	0	-2	.	.	.	-4%	.
- CCCC1NC(=S)NC(C)=C1C(C)=O (stereo not drawn)
 : -18%	-2%	0	-2	-2%	-4%	-2.1%	-5%	5%
- Cc1ccc(OCC(=O)Nc2ccc(C(=O)OCc3cc(=O)n4nc(C5CC5)sc4n3)cc2)cc1
 : -12%	-4%	0	3	-26%	2%[57.1 µM]	15%	5%	4%
- Cc1ccc(C(=O)COC(=O)C(C)N2C(=O)C3C4C=CC(C4)C3C2=O)cc1 (stereo not drawn)
 : 1%	-3%	0	-12	-8%	0%	0.0%	3%	1%
- CCOC(=O)c1cnn(-c2cc(Oc3ccccc3)ncn2)c1N
 : 1%	2%	3	-11	-8%	-4%	0.5%	1%	0%
- CCC1=C2CC[C@H]3C(=O)N(c4ccccc4)C(=O)[C@H]3[C@H]2[C@@]2(C)C(=NCc3ccccc3)OC(=O)N2C1=O
 : 4%	3%	5	-2	0%	5%	2.5%	-7%	9%
- CCOC(=O)c1scc(-c2ccc(C)cc2)c1S(=O)(=O)Nc1ccc(OC)c(Cl)c1
 : -16%	-2%	-1	-2	-11%	1%[57.1 µM]	-2.0%	-2%	-16%
- CC(=O)Nc1ccc(C(=O)OCC(=O)NC(=O)NC(C)(C)C)cc1
 : -7%	2%	-7	-1	-4%	3%	0.3%	-4%	5%
- CC(=O)N1CCN(c2nnc(-c3ccccc3)c3ccccc23)CC1
 : -24%	-3%	5	1	5%	-3%	0.0%	-3%	13%
- CC(C)(C)Nc1c(N)c(=O)oc2ccccc12
 : -7%	-2%	1	-8	-6%	-6%	-1.8%	1%	0%
- Cc1ccc(NC(=O)Cn2c(-c3cncs3)nc3ccccc32)cc1Br
 : -6%	-3%	0	-11	-6%	0%[57.1 µM]	2.7%	0%	2%
- Cn1cc(S(=O)(=O)N2CCN(c3cccc(C(F)(F)F)c3)CC2)c(=O)n(C)c1=O
 : -17%	-4%	-2	1	2%	9%[57.1 µM]	-0.1%	-4%	0%
- COCCCNC(=O)c1nc2ccccc2c(=O)n1NC(=O)Nc1c(Cl)cccc1Cl
 : -7%	5%	0	-11	18%	15%[57.1 µM]	11%	3%	4%
- COC(=O)C1=C(C)NC(C)=C(C(=O)OC)C1C(=O)OCC(=O)c1ccc(F)cc1
 : -34%	-4%	2	-13	-14%	8%[57.1 µM]	0.7%	-4%	-2%
- CCCc1nnc(SCC(=O)N2CCCCC2C)n1CC (stereo not drawn)
 : -7%	-5%	-2	-10	-3%	-6%	-0.3%	0%	15%
- Cc1nc2ccc(NC(=O)c3cc(Cl)ccn3)cc2s1
 : -9%	-4%	3	5	11%	-2%	1.4%	0%	-1%
- Cn1c(N)c(C(=O)COC(=O)CCCc2nc3ccccc3s2)c(=O)n(C)c1=O
 : -3%	-6%	0	-5	-3%	3%	4.6%	-6%	1%
- CCN1CCN(c2ccc(NC(=O)c3ccc(Br)o3)cc2)CC1
 : -8%	-4%	-15	1	9%	1%	0.6%	2%	-5%
- O=C1NC(=O)c2cc([N+](=O)[O-])cc3cccc1c23
 : -5%	-4%	-2	0	-38%	12%[57.1 µM]	1.0%	-7%	7%
- O=C1COC(c2ccccc2)C2CCCCN12 (stereo not drawn)
 : -3%	-4%	-4	-2	6%	-6%	2.5%	-1%	1%
- Cc1cccc(OCC(=O)N(Cc2ccco2)C2CCS(=O)(=O)C2)c1C (stereo not drawn)
 : -13%	-1%	-7	-1	1%	7%[57.1 µM]	-0.9%	-5%	16%
- CCOc1cc(/C=N/n2c(COc3ccccc3)n[nH]c2=S)ccc1O
 : -23%	-3%	-3	-1	1%	0%	2.3%	1%	-3%
- Cc1c(C(=O)Nc2ccc(-c3nnc4n3CCCCC4)cc2)oc2c1ccc1ccccc12
 : -26%	-12%	4	-7	0%	24%[57.1 µM]	1.3%	-19%	9%
- CC(=O)N[C@@H](Cc1c[nH]c2ccccc12)C(=O)OCc1ccc(C#N)cc1
 : -20%	-5%	-2	-7	?	-2%[57.1 µM]	1.3%	-6%	4%
- Cc1ccccc1NC(=O)CSc1ccncc1
 : -18%	1%	1	-6	3%	-3%	4.5%	3%	0%
- COC(=O)c1nn(-c2ccccc2)c(Cl)c1/C=N/OC(=O)c1ccc(Cl)c(Cl)c1
 : -26%	2%	-1	-7	0%	-3%	0.3%	-9%	6%
- O=C(COc1ccc(S(=O)(=O)NC2CCCCC2)cc1)NCCC1=CCCCC1
 : -18%	-1%	2	-3	-9%	-12%	0.9%	-1%	0%
- Cc1ccc(C2=NN(S(C)(=O)=O)C(c3ccc4c(c3)OCO4)C2)cc1 (stereo not drawn)
 : -16%	0%	-7	-7	?	-5%	0.6%	?	4%

These rows are one share of the data; the hit share may differ from the screen's.
